Bioassay records (PubChem BioAssay)
PAFAH1B3 inh: inhibitors of human PAFAH1B3 | Q15102 | inhibition, % at 3.39 µM | recombinant PAFAH1B3, FP-rhodamine probe, fluorescence polarization | hit rate 0.28% among 340,000;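 active means inhibition above the screen-wide average of all tested compounds plus 3 SD, cut at about 25% in these data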;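 further: 0% = enzyme with DMSO only and 100% = wells lacking PAFAH1B3 protein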
Target sequence (Q15102 whole entry, looked up): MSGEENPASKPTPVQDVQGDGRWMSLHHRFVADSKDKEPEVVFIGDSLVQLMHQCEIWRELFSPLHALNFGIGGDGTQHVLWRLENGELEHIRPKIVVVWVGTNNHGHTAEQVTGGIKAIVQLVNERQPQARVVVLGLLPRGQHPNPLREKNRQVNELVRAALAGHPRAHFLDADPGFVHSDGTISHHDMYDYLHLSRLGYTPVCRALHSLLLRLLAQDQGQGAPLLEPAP
PAFAH1B2 inh: PAFAH1B2 (human) inhibition; AID 492953; P68402; recombinant PAFAH1B2, FP-rhodamine activity probe, fluorescence polarization; inhibition, % at 3.39 µM; hit rate 1.2% among 340,000;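 active means inhibition above the mean of all tested compounds plus 3 SD, cut at about 24% in these data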;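 further: 0% = enzyme with DMSO and 100% = wells lacking PAFAH1B2; many of its hits are not listed in these tables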
Target sequence (P68402 whole entry, looked up): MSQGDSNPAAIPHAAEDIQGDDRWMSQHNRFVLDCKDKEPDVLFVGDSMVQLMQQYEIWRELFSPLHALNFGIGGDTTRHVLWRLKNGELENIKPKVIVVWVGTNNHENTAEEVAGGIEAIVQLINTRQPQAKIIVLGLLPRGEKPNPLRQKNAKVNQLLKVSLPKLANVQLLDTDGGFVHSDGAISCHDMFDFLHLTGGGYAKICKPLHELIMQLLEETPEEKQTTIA
PAFAH2 inh: PAFAH2 (human) inhibition | Q99487 | recombinant PAFAH2, FP-rhodamine activity probe, fluorescence polarization | inhibition, % at 3.39 µM | hit rate 0.99% among 340,000;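 active means inhibition above the mean over all tested compounds plus 3 SD, cut at about 30% in these data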;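 further: inhibitors block probe labeling of enzyme so polarization drops; 0% = enzyme with DMSO and 100% = wells lacking PAFAH2 protein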
Active calls of the source: *. Some of the compounds tested; rates above refer to the full screens.

For COc1ccccc1-n1c(SC)nc2c(sc(=S)n2-c2ccccc2)c1=O the results were PAFAH1B3 inh 3, PAFAH1B2 inh 0 and PAFAH2 inh 3.
For O=C(Cc1cccc(NC(=O)C2CCCN(C(=O)C3CCC3)C2)c1)Nc1ccc(C(=O)N2CCOCC2)cc1 (stereo unspecified) the results were PAFAH1B3 inh 9, PAFAH1B2 inh 4 and PAFAH2 inh -11.
`O=C(N/N=C\c1cc2c(cc1[N+](=O)[O-])OCO2)c1cccs1` gave PAFAH1B3 inh 7, PAFAH1B2 inh 5 and PAFAH2 inh 6.
COc1cc(C2c3cc4c(cc3OC(NCCc3ccccc3)C2C)OCO4)cc(OC)c1OC (stereo unspecified) was read as PAFAH1B3 inh 7, PAFAH1B2 inh 4 and PAFAH2 inh -2.
CCCCOc1cccc(C2C(C(=O)c3ccc(C)o3)=C(O)C(=O)N2Cc2ccco2)c1 (stereo unspecified) was read as PAFAH1B3 inh 6, PAFAH1B2 inh 6 and PAFAH2 inh 9.
`NC(=N\N=Cc1ccco1)/C(N)=N/N=Cc1ccco1` gave PAFAH1B3 inh 10, PAFAH1B2 inh 6 and PAFAH2 inh 4.
`O=C(c1ccccc1)c1ccc2ccccc2c1` gave PAFAH1B3 inh 4, PAFAH1B2 inh 9 and PAFAH2 inh 10.
Screening Cc1ccc(CNCC(O)(c2ccccc2)c2ccc(Cl)cc2)cc1 (stereo unspecified) returned PAFAH1B3 inh 0, PAFAH1B2 inh -5 and PAFAH2 inh -3.
`COc1cccc(CN(C)C(=O)c2cccc(S(=O)(=O)N3CCN(Cc4ccccc4)CC3)c2)c1OC` gave PAFAH1B3 inh 14, PAFAH1B2 inh 4 and PAFAH2 inh -4.
`CN(CC(=O)Nc1ccc(Cl)c(C(F)(F)F)c1)C(=O)c1ccc(S(=O)(=O)N2CCOCC2)cc1` gave PAFAH1B3 inh 8, PAFAH1B2 inh 3 and PAFAH2 inh -1.
Cc1ccc(C(C)C)cc2c(C)ccc1-2 was read as PAFAH1B3 inh 11, PAFAH1B2 inh 5 and PAFAH2 inh 9.
For Cc1cccc(NS(=O)(=O)c2ccc(C)c(C(=O)NCCCN3CCOCC3)c2)c1 the results were PAFAH1B3 inh -2, PAFAH1B2 inh 0 and PAFAH2 inh 1.
FC(F)C(F)(F)Oc1cccc(-c2n[nH]c(=S)n2Cc2ccccc2)c1 was read as PAFAH1B3 inh 7, PAFAH1B2 inh 15 and PAFAH2 inh -5.
For CC(=O)N1CCN(S(=O)(=O)c2cccc(C(=O)NNC(=O)c3ccc(Br)cc3)c2)CC1 the results were PAFAH1B3 inh 20, PAFAH1B2 inh 21 and PAFAH2 inh 25.
For COc1cc(/C=C/C(=O)OCC(=O)NC(=O)NC2CCCC2)ccc1OCC#N the results were PAFAH1B3 inh 3, PAFAH1B2 inh 4 and PAFAH2 inh 13.
Screening O=C(NC(c1ccccc1)c1ccccc1)c1ccccc1 returned PAFAH1B3 inh 8, PAFAH1B2 inh 5 and PAFAH2 inh -1.
Screening CCCC(=O)n1nc(-c2cccnc2)nc1NCc1ccccc1 returned PAFAH1B3 inh -1, PAFAH1B2 inh 4 and PAFAH2 inh 3.
`COc1ccc(-n2c(SCC(=O)N3CCOCC3)nc(O)cc2=O)cc1` gave PAFAH1B3 inh 1, PAFAH1B2 inh 3 and PAFAH2 inh -2.
Cc1ccc(NC(=O)NC2CCCCCCC2)cc1 was read as PAFAH1B3 inh 6, PAFAH1B2 inh 7 and PAFAH2 inh 2.
For O=C(CCl)N(Cc1cccc([N+](=O)[O-])c1)c1cccc(Cl)c1 the results were PAFAH1B3 inh 3, PAFAH1B2 inh 2 and PAFAH2 inh 8.
For Cc1ccccc1Nc1ccc([N+](=O)[O-])cn1 the results were PAFAH1B3 inh 3, PAFAH1B2 inh 0 and PAFAH2 inh 1.
`CC(OC(=O)C1=COCCO1)C(=O)c1ccc(C(C)(C)C)cc1` (stereo unspecified) gave PAFAH1B3 inh 5, PAFAH1B2 inh -2 and PAFAH2 inh -10.
Cc1ccccc1NC(=O)CSc1nc2ccccc2c(=O)n1C was read as PAFAH1B3 inh 13, PAFAH1B2 inh 0 and PAFAH2 inh 2.
`CCN(CC)S(=O)(=O)c1ccc(N2CCOCC2)c(NC(=O)c2cc(-c3ccccn3)nc3ccccc23)c1` gave PAFAH1B3 inh -1, PAFAH1B2 inh -2 and PAFAH2 inh -8.
Screening CCN1C(=O)/C(=C\C=C\c2ccccc2[N+](=O)[O-])SC1=S returned PAFAH1B3 inh 15, PAFAH1B2 inh 7 and PAFAH2 inh 12.
`Cc1c(C=C(C#N)c2ccc([N+](=O)[O-])cc2)c(=O)n(-c2ccccc2)n1C` gave PAFAH1B3 inh 12, PAFAH1B2 inh 5 and PAFAH2 inh -14.
`Cc1ccc(S(=O)(=O)N2C(=O)[C@@H]3Cc4ccccc4CN3C2=O)cc1` gave PAFAH1B3 inh 4, PAFAH1B2 inh 1 and PAFAH2 inh 9.
CCOc1ccc(S(=O)(=O)N2CCN(S(=O)(=O)c3ccc(C)c(C)c3)CC2)cc1 was read as PAFAH1B3 inh 11, PAFAH1B2 inh 4 and PAFAH2 inh 8.
For Cc1noc(NS(=O)(=O)c2ccc(NC(=O)c3cc(F)c(F)c(F)c3F)cc2)c1C the results were PAFAH1B3 inh -4, PAFAH1B2 inh 2 and PAFAH2 inh -3.
O=C(Nc1ccc(Cl)cc1)P(=O)(O)c1ccccc1 was read as PAFAH1B3 inh 4, PAFAH1B2 inh 0 and PAFAH2 inh 1.

A stretch taken from the entries so far, as a working copy:
`CC(OC(=O)C1=COCCO1)C(=O)c1ccc(C(C)(C)C)cc1` (stereo unspecified) gave PAFAH1B3 inh 5, PAFAH1B2 inh -2 and PAFAH2 inh -10.
Cc1ccccc1NC(=O)CSc1nc2ccccc2c(=O)n1C was read as PAFAH1B3 inh 13, PAFAH1B2 inh 0 and PAFAH2 inh 2.
`CCN(CC)S(=O)(=O)c1ccc(N2CCOCC2)c(NC(=O)c2cc(-c3ccccn3)nc3ccccc23)c1` gave PAFAH1B3 inh -1, PAFAH1B2 inh -2 and PAFAH2 inh -8.
Screening CCN1C(=O)/C(=C\C=C\c2ccccc2[N+](=O)[O-])SC1=S returned PAFAH1B3 inh 15, PAFAH1B2 inh 7 and PAFAH2 inh 12.
`Cc1c(C=C(C#N)c2ccc([N+](=O)[O-])cc2)c(=O)n(-c2ccccc2)n1C` gave PAFAH1B3 inh 12, PAFAH1B2 inh 5 and PAFAH2 inh -14.
`Cc1ccc(S(=O)(=O)N2C(=O)[C@@H]3Cc4ccccc4CN3C2=O)cc1` gave PAFAH1B3 inh 4, PAFAH1B2 inh 1 and PAFAH2 inh 9.
CCOc1ccc(S(=O)(=O)N2CCN(S(=O)(=O)c3ccc(C)c(C)c3)CC2)cc1 was read as PAFAH1B3 inh 11, PAFAH1B2 inh 4 and PAFAH2 inh 8.
For Cc1noc(NS(=O)(=O)c2ccc(NC(=O)c3cc(F)c(F)c(F)c3F)cc2)c1C the results were PAFAH1B3 inh -4, PAFAH1B2 inh 2 and PAFAH2 inh -3.
O=C(Nc1ccc(Cl)cc1)P(=O)(O)c1ccccc1 was read as PAFAH1B3 inh 4, PAFAH1B2 inh 0 and PAFAH2 inh 1.

Next compounds
Screening Clc1ccc(-n2cnc3c(Cl)ncnc32)cc1Cl returned PAFAH1B3 inh 4, PAFAH1B2 inh 6 and PAFAH2 inh 1.
Screening Cn1c(N)c(NC(=S)NC2CCCCC2)c(=O)n(C)c1=O returned PAFAH1B3 inh 3, PAFAH1B2 inh 7 and PAFAH2 inh -5.
Screening CCCCn1cnc2c(Sc3c([N+](=O)[O-])ncn3C)nc(N)nc21 returned PAFAH1B3 inh 3, PAFAH1B2 inh 5 and PAFAH2 inh 10.
Screening CC(C)N1CCOC1c1ccccc1 (stereo unspecified) returned PAFAH1B3 inh -3, PAFAH1B2 inh -2 and PAFAH2 inh -3.
For CN(CC(=O)Nc1ccc(F)cc1)C(=O)COC(=O)c1cc(Br)c(Br)s1 the results were PAFAH1B3 inh 10, PAFAH1B2 inh 24* and PAFAH2 inh 18.
Screening Cc1c(C(=O)Nc2ccc(S(=O)(=O)Nc3ncccn3)cc2)oc2ccc(F)cc12 returned PAFAH1B3 inh 7, PAFAH1B2 inh 2 and PAFAH2 inh 8.
NCC(=O)N1CCC(C(=O)N[C@@H](Cc2c[nH]c3ccccc23)C(=O)O)CC1 was read as PAFAH1B3 inh 8, PAFAH1B2 inh 0 and PAFAH2 inh -8.
For Cc1ccc2nc(SCc3nnc(-c4ccccc4[N+](=O)[O-])o3)c(C#N)cc2c1 the results were PAFAH1B3 inh 5, PAFAH1B2 inh -3 and PAFAH2 inh 2.
`C=CCn1c2ccccc2c2n[nH]c(=S)nc21` gave PAFAH1B3 inh 3, PAFAH1B2 inh 3 and PAFAH2 inh -12.
Screening COc1ccc(CC(=O)NCC2CCCN(Cc3ccccc3Cl)C2)cc1 (stereo unspecified) returned PAFAH1B3 inh 7, PAFAH1B2 inh 0 and PAFAH2 inh 1.
For CCN(CC)Cc1cc(Nc2c3ccccc3nc3c4ccccc4n(C)c23)cc(CN(CC)CC)c1O the results were PAFAH1B3 inh 5, PAFAH1B2 inh -2 and PAFAH2 inh -2.
Screening N#Cc1ccc(C(=O)OCC(=O)N2CCCCCC2)cc1 returned PAFAH1B3 inh 5, PAFAH1B2 inh -1 and PAFAH2 inh 1.
Screening Cc1cccc2nnc(-c3ccccc3)n12 returned PAFAH1B3 inh 4, PAFAH1B2 inh -1 and PAFAH2 inh -2.
Cc1sc2ncnc(N3CCC(C(=O)N4CC(C)SC4=Nc4ccc(Cl)cc4)CC3)c2c1C (stereo unspecified) was read as PAFAH1B3 inh 11, PAFAH1B2 inh -2 and PAFAH2 inh -12.
For Cc1cc(C)cc(NC(=O)CCNC(=O)c2ccc([N+](=O)[O-])cc2)c1 the results were PAFAH1B3 inh 2, PAFAH1B2 inh -5 and PAFAH2 inh 5.
`CC(=O)OCC1(C)CN(c2ccccc2)N(C(=O)c2ccc(C(C)(C)C)cc2)C1=O` (stereo unspecified) gave PAFAH1B3 inh 2, PAFAH1B2 inh 6 and PAFAH2 inh 8.
`OC(COc1ccccc1)CN1CCN(c2cccc(Cl)c2)CC1` (stereo unspecified) gave PAFAH1B3 inh 1, PAFAH1B2 inh 4 and PAFAH2 inh 1.
`Cc1ccc(C)c(SCC(=O)OC/C(O)=C(\C#N)c2nc3ccccc3[nH]2)c1` gave PAFAH1B3 inh -4, PAFAH1B2 inh 4 and PAFAH2 inh 2.
CCOc1ccccc1C(=O)NC1CCN(Cc2nnnn2C2CCCC2)CC1 was read as PAFAH1B3 inh 5, PAFAH1B2 inh -3 and PAFAH2 inh 4.
For O=C(Nc1ccn(CCCNCCCN2CCCC2=O)c(=O)n1)OCc1ccccc1 the results were PAFAH1B3 inh 6, PAFAH1B2 inh 5 and PAFAH2 inh -4.
Screening Fc1ccc(-c2nnc(CN3CCC(c4nc5ccccc5s4)CC3)o2)cc1 returned PAFAH1B3 inh 8, PAFAH1B2 inh 1 and PAFAH2 inh -13.
For CCN(Cc1nc2ccccc2c(=O)[nH]1)C(=O)COc1ccccc1Cc1ccccc1 the results were PAFAH1B3 inh 4, PAFAH1B2 inh 5 and PAFAH2 inh 3.
Screening CC(C)(C)C(=O)NCc1ccc(C(=O)CN2C(=O)NC3(CCCC3)C2=O)s1 returned PAFAH1B3 inh 0, PAFAH1B2 inh 1 and PAFAH2 inh -11.
For COc1cc(/C=N/NC(=O)c2cc(O)cc(O)c2)ccc1OC(=O)c1ccccc1 the results were PAFAH1B3 inh 19, PAFAH1B2 inh 14 and PAFAH2 inh -19.
Screening CCOC(=O)c1cc2c(c(CCO)n1)[C@H](CCO)N(S(=O)(=O)C(C)(C)C)C2 returned PAFAH1B3 inh 9, PAFAH1B2 inh 3 and PAFAH2 inh -4.
Screening Cn1ncc(Cl)c1C(=O)NNC(=O)Nc1cccc2ccccc12 returned PAFAH1B3 inh 0, PAFAH1B2 inh 2 and PAFAH2 inh 7.
`CCCCCCCCCCCCCCC(O)C[N+](C)(CCO)CCO` (stereo unspecified) gave PAFAH1B3 inh -5, PAFAH1B2 inh 4 and PAFAH2 inh -5.
Screening COc1cc(/C=C/C(=O)OCC(=O)Nc2cc(C)on2)ccc1OCC#N returned PAFAH1B3 inh 7, PAFAH1B2 inh 10 and PAFAH2 inh 26.
CCOC(=O)c1ccc(S(=O)(=O)N2CCN(CC(O)COc3cccc(C(C)=O)c3)CC2)cc1 (stereo unspecified) was read as PAFAH1B3 inh 9, PAFAH1B2 inh 2 and PAFAH2 inh -4.
Screening CCC12CCCN3CCC4(C(=C(C(=O)OC)C1)Nc1ccccc14)C32 (stereo unspecified) returned PAFAH1B3 inh 6, PAFAH1B2 inh 3 and PAFAH2 inh -4.
`Cc1nnc2c(NCCC(C)C)nc3ccccc3n12` gave PAFAH1B3 inh 13, PAFAH1B2 inh 9 and PAFAH2 inh 6.
`COc1cccc(C(C)=C2SC(=S)NC2=O)c1` gave PAFAH1B3 inh 1, PAFAH1B2 inh -2 and PAFAH2 inh 4.
CCN(c1ccccc1)S(=O)(=O)c1cc(C(=O)NCc2ccccn2)ccc1C was read as PAFAH1B3 inh -6, PAFAH1B2 inh 3 and PAFAH2 inh 10.
For CC1CCC(=NNS(=O)(=O)c2ccc([N+](=O)[O-])cc2)CC1 (stereo unspecified) the results were PAFAH1B3 inh 3, PAFAH1B2 inh 4 and PAFAH2 inh 3.
Screening CN(C(=O)c1cccc(NC(=O)Cc2ccc(NC(=O)C3CCN(C(=O)C4CCC4)CC3)cc2)c1)C1CCC1 returned PAFAH1B3 inh 7, PAFAH1B2 inh 5 and PAFAH2 inh 8.
